Screens deposited in PubChem BioAssay by several laboratories.
CTSL1 counter – cathepsin L1 inhibition, PFM18AAP counter-screen; recombinant F. hepatica cathepsin L1, Z-Leu-Arg-MCA fluorescence; inhibition, % at 5.96 µM; 0.49% of 300,000 active;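 active means inhibition above the mean of all tested compounds plus 3 SD, set per screening campaign, cut at about 17% in these data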;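 further: 0% = plate median of test compound wells and 100% = 1 µM Z-Phe-Ala-diazomethylketone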
Efflux pump inh – inhibitors of Candida antifungal efflux pumps expressed in yeast; S. cerevisiae Candida pump triplex, Nile Red efflux; inhibition, % at 10 µM; 0.44% of 330,000 active; AID 485275;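 active means plate passing quality check with inhibition over a set limit, or well fluorescence over plate mean plus 4 SD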;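 further: Nile Red retained in pooled yeast measured as flow cytometry median fluorescence; 0% = buffer negative control and 100% = Enniatin B positive control; higher means more Nile Red kept so more efflux inhibition; some compounds called inactive have numbers as strong as hits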
PREPL inhibitor – inhibitors of human prolyl oligopeptidase-like enzyme PREPL; recombinant PREPL, fluorescence polarization activity-based probe; inhibition, % at 5.96 µM; 0.68% of 320,000 active; in the data active means inhibition above about 43%;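 further: 0% = enzyme with DMSO and 100% = wells lacking enzyme; many of its hits are not listed in these tables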
ZTA DNA inh – ZTA (EBV) inhibition in EBNA-1 counter-screen; ZTA-DNA binding, fluorescence polarization; inhibition, % at 11 µM; 0.15% of 320,000 active; AID 2234; in the data active means inhibition above about 33%
HCV core dimer – blocks dimerization of HCV core protein | TR-FRET GST/Flag-core106 dimerization, 1536-well | inhibition, % at 5 µM | AID 1899 | 0.33% of 300,000 active;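 active means inhibition above the mean of all tested compounds plus 3 SD, set per screening campaign, cut at about 45% in these data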
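Test system: GST/Flag-tagged HCV core106 proteins; Medium: KF-containing HEPES buffer, pH 7.45, DTT, CHAPS, BSA; Times: compound-protein-antibody incubation 4 h at 22.5 °C; Detection: TR-FRET 671 and 617 nm emission; Benchmarks: wells lacking GST-core106 and wells with excess unlabelled core106.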
EBNA-1 inh – blocks EBNA-1 binding to DNA | EBNA-1 DNA binding, fluorescence polarization | inhibition, % at 14.8 µM | 0.34% of 300,000 active; in the data active means inhibition above about 28%
PP5 inh – PP5 (human) phosphatase inhibition. AID 1987. inhibition, % at 6.7 µM. purified PP5c, OMFP substrate fluorescence. 0.18% of 320,000 active;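 active means inhibition above the campaign's mean inhibition across all tested compounds plus 3 SD, cut at about 9.5% in these data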;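 further: 0% = DMSO only and 100% = 100 µM cantharidin control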
Target sequence (P53041 whole entry, looked up): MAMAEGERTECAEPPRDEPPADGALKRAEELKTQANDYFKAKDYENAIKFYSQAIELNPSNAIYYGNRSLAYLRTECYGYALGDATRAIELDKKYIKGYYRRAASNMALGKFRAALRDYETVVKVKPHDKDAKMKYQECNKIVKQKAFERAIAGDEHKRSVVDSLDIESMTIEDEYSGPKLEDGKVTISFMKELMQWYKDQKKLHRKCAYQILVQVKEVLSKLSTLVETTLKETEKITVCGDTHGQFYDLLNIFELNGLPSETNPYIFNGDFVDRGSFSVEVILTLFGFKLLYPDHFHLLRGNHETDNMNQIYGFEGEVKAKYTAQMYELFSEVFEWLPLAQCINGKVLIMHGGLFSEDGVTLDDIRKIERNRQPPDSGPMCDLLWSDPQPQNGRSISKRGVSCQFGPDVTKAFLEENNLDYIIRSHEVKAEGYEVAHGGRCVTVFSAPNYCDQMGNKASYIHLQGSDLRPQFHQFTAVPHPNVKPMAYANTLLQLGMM
TPT1 inhibitor – blocks Candida albicans tRNA 2'-phosphotransferase; AID 1962; 0.81% of 300,000 active; inhibition, % at 5 µM; recombinant caTPT1, FP RNA substrate dephosphorylation;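 active means inhibition above the mean of all tested compounds plus 3 SD, set per screening campaign, cut at about 24% in these data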;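 further: plate controls were DMSO alone for no effect and ferristatin control at 100 nM for full effect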
PP1 inh – PP1-alpha (human) inhibition in PP5 counter-screen | AID 2235 | purified PP1alpha, OMFP fluorescence | inhibition, % at 6.7 µM | 0.9% of 320,000 active;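 active means inhibition above the mean inhibition of all tested compounds plus 3 SD, computed separately for each screening campaign, cut at about 15% in these data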
Target sequence (P62136 whole entry, looked up): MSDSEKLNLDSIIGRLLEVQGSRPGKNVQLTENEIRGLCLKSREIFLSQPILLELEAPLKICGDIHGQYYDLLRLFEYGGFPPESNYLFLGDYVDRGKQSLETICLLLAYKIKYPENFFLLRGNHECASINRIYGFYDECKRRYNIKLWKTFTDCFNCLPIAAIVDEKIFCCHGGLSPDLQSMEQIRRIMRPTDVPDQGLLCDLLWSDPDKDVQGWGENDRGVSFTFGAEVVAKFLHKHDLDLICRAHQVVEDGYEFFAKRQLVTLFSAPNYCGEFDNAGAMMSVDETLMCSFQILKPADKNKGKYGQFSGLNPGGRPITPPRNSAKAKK
* hit, by the source's call; x = no result given. The list is partial; the hit share may differ from the screen's.

smiles	Efflux pump inh	PREPL inhibitor	TPT1 inhibitor	HCV core dimer	PP1 inh	PP5 inh	CTSL1 counter	EBNA-1 inh	ZTA DNA inh
CCCn1c(C(O)c2cc(OC)ccc2OC)nc2ccccc21 (centres undefined)	0.3	-3	-7	3	-2	-5.1	-22	-18	3
Cc1ccc(NC(=O)CSc2ccc(-c3cccnc3)nn2)cc1	0.1	-11	0	-12	-5	4.7	1	0	7
O=C(CSc1nnc(CNc2ccc(Cl)cc2)n1Cc1ccccc1)NCc1ccco1	-0.1	3	-4	-1	2	-0.5	4	1	2
CC1CN(C(=O)c2ccc(-c3ccccc3Cl)o2)CC(C)O1 (centres undefined)	0.0	19	-3	3	1	3.7	3	-10	-4
CC(C)(C)c1nc2sc3c(c2c(=O)o1)CCCC3	-0.1	3	2	4	1	1.8	-3	1	15
Cc1ccsc1/C=N\NC(=O)CC(=O)NCc1ccccc1	0.2	-5	-2	6	-4	2.4	1	-5	4
COC(=O)Cn1cc(C(=O)c2ccco2)c2ccccc21	0.1	4	-1	1	2	0.3	2	6	4
CSCCC(NC(=O)c1ccccc1Br)C(=O)NCC(c1ccco1)N1CCCCC1 (centres undefined)	0.1	0	2	-4	4	0.6	21*	-1	0
O=C1C2C(c3ccccc3)CC=CC2[C@H](c2ccc(C(F)(F)F)cc2)N1Cc1ccccc1 (some centres undefined)	0.1	-8	3	16	7	3.5	0	3	3
O=C1C2=C(c3ccccc31)[N+](=O)C1CCCCC1N2[O-] (centres undefined)	-0.2	0	-3	-35	-3	0.9	-4	2	13
Cc1[nH]c(C)c(S(=O)(=O)NCc2ccc(OC(C)C)cc2)c1C(=O)N1CCCC1	0.8	6	0	-14	2	1.5	0	1	-11
COc1ccc(N2CCCn3c2nc2c3c(=O)n(CCCc3ccccc3)c(=O)n2C)cc1	0.1	24	-4	2	-1	1.1	0	2	7
O=C(O)/C=C/C(=O)NCCc1ccccc1	-0.2	18	-4	-3	6	-2.8	10	-14	-10
Cc1cc(C)cc(OCC(=O)Nc2ccc3c4c(cccc24)CC3)c1	0.0	1	-2	12	-2	-0.8	-1	9	-5
O=C(Nc1ccc(S(=O)(=O)Nc2cnc3ccccc3n2)cc1)c1ccc(Br)o1	-0.1	1	-3	3	6	0.8	2	-5	-3
COc1ccc(NC(=O)CSc2nc(C)cc(C)n2)cc1	0.1	5	2	0	3	0.6	-2	-1	10
Cn1c(=O)oc2cc(S(=O)(=O)N3CCCC3)ccc21	-0.1	-4	1	12	-6	1.7	-5	-7	-3
Cc1ccc(OCCC(=O)O)cc1	-0.1	-12	1	-2	-2	0.3	-7	-9	1
S=c1nc(-c2ccccc2)n(CCCN2CCOCC2)c2c1CCCC2	-0.1	21	2	2	0	3.9	-3	10	-5
COc1ccc(C2CC(O)(c3ccccc3)Oc3cc(OC)ccc32)cc1 (centres undefined)	x	-8	-2	3	3	3.6	0	-6	12
Cc1c(C)n(C)c2ccc(C(=O)NCCCN(C)C3CCCCC3)cc12	0.1	29	1	-12	-2	1.4	1	-7	6
Cc1ccc(NC(=S)N2CCCCCC2)cc1	0.2	4	1	-4	-3	1.0	-4	-1	0
NCCS	0.0	1	2	11	0	-1.9	1	8	-2
CC(C)(C)OC(=O)NCC(=O)N1CCC(C(=O)O)CC1	0.2	5	2	-7	-4	4.0	1	-15	-2
CCC(C)(C)n1nnnc1C(c1ccc2ncccc2c1)N1CCN(c2nc3ccccc3s2)CC1 (centres undefined)	0.3	6	-1	15	12	2.6	-9	0	-15
COc1cccc(NC(=S)NC(=O)Cc2ccccc2)c1	0.0	2	-1	-4	-2	1.3	2	2	-2
CC(C)(C)c1ccc(CN2C(=O)c3ccccc3S2(=O)=O)cc1	0.1	6	-1	7	5	3.9	-1	-4	9
CCOc1ccccc1NC(=O)CCn1nc(C)c(S(=O)(=O)N2CCCCC2)c1C	0.1	-3	1	-5	0	-0.7	3	2	4
Cc1ccc(S(=O)(=O)CC(=O)Nc2sc(C)c(C)c2C(N)=O)cc1	-0.1	8	0	-2	-3	-1.2	18*	0	-9
CC1CCN(CC(=O)N2CC(=O)Nc3ccccc32)CC1	-0.1	-6	1	-1	1	3.2	2	-5	7
COc1ccc(-n2nc3c(c2NC(=O)C(C)C)CSC3)cc1	0.0	-2	0	-5	-4	-3.2	3	5	10
CCOC(=O)N1CCN(C(=O)CC(C)S(=O)(=O)c2cc3c(cc2C)NC(=O)CO3)CC1 (centres undefined)	0.3	-1	0	5	-3	0.9	-3	9	3
COc1cc2nc(CN(C)Cc3nc4ccccc4c(=O)[nH]3)[nH]c(=O)c2cc1OC	-0.2	14	5	4	-8	1.9	5	7	-38
Cc1ccc(-c2cc(C(F)F)n3ncc(C(=O)Nc4cn(C)nc4C)c3n2)cc1	-0.1	14	-1	-10	-1	4.8	-2	3	-31
O=C(CSc1nc2ccccc2c(=O)n1CCCO)N1CCc2ccccc21	0.0	-3	2	10	1	0.1	1	-5	3
Cc1cc(Br)ccc1NC(=O)C1CCN(S(=O)(=O)c2cnc[nH]2)CC1	-0.1	5	1	-4	-1	-2.4	-2	-8	-6
Cc1c(C(=O)NCCSCc2ccc(Cl)cc2Cl)cccc1[N+](=O)[O-]	0.0	20	0	2	5	5.7	0	4	3
CCc1noc(C)c1C(=O)Nc1ccc(-c2nnc3n2CCCCC3)cc1	-0.1	5	1	3	-3	-2.7	8	1	10
COc1ccccc1-n1c(C)nc(=O)c(-c2ccccc2)c1C	0.0	-4	-7	1	0	0.9	-3	-2	6
CCOc1ccccc1OCCC(=O)OCC(=O)Nc1c(C)cc(C)cc1C	0.1	-11	0	-3	-3	-1.4	-12	6	0

Arranged by count of non-hydrogen atoms (ascending): part of the list above.
smiles	Efflux pump inh	PREPL inhibitor	TPT1 inhibitor	HCV core dimer	PP1 inh	PP5 inh	CTSL1 counter	EBNA-1 inh	ZTA DNA inh
Cc1ccc(S(=O)(=O)CC(=O)Nc2sc(C)c(C)c2C(N)=O)cc1	-0.1	8	0	-2	-3	-1.2	18*	0	-9
CCOc1ccccc1NC(=O)CCn1nc(C)c(S(=O)(=O)N2CCCCC2)c1C	0.1	-3	1	-5	0	-0.7	3	2	4
CCOC(=O)N1CCN(C(=O)CC(C)S(=O)(=O)c2cc3c(cc2C)NC(=O)CO3)CC1 (centres undefined)	0.3	-1	0	5	-3	0.9	-3	9	3

(next part)
smiles	Efflux pump inh	PREPL inhibitor	TPT1 inhibitor	HCV core dimer	PP1 inh	PP5 inh	CTSL1 counter	EBNA-1 inh	ZTA DNA inh
O=C(Nc1ccccc1)C1Cc2ccccc2CN1C(=O)c1ccco1 (centres undefined)	0.1	10	4	59*	1	0.1	1	7	6
Cc1ccc(NC(=O)CCc2ccc(C)o2)c(Br)c1	0.0	-8	3	8	-4	2.4	2	-3	0
O=C(NC1CCCC1)c1cc(-c2ccccc2Cl)on1	-0.1	-4	2	-12	4	1.2	-2	-3	-3
Cc1ccc(C(C)C)c(OCCCNCc2cccnc2)c1	0.1	3	-1	-361	2	1.1	-4	7	1
COc1ccc(S(=O)(=O)N2CCCN(S(=O)(=O)c3ccc(OC)c(C)c3)CC2)cc1C	0.0	2	2	1	2	0.9	1	-8	-8
CN(C)c1ccc(S(=O)(=O)N2CCCCC2)cc1NC(=O)CN1C(=O)NC(C)(c2ccccc2)C1=O (centres undefined)	0.3	11	3	2	1	0.1	7	-6	-6
CCN1C=C(Cc2cccs2)C2=C(C1)C(c1cccs1)C(C#N)=C(N)O2 (centres undefined)	0.1	7	23	39	1	2.5	2	-4	-19
COCCn1c(SCC(=O)Nc2ccc(F)cc2)nc2c(oc3ccccc32)c1=O	-0.2	-9	3	-7	-7	1.2	3	-2	1
CCOC(=O)/C=c1\s/c(=C(\C#N)C(=O)NC)n(-c2ccccc2)c1=O	-0.1	7	-2	1	2	1.0	4	-3	0
O=C1CCCC(=O)N1c1ccc(O)cc1	-0.1	-5	-1	8	2	0.9	2	-3	1
CC1Cc2ccccc2N1S(=O)(=O)c1ccc(Cl)nc1 (centres undefined)	0.1	8	-2	-3	-1	-2.8	4	4	5
COc1cc(NC(=O)c2cccnc2Sc2ccc(Cl)cc2)cc(OC)c1OC	0.0	7	-1	-3	3	2.6	1	6	-1
O=C(O)c1ccc(COc2ccccc2C=C2C(=O)c3ccccc3C2=O)cc1	-0.1	7	5	13	-1	-1.7	3	0	7
CC(C)(Cc1cc(CC(C)(C)C(=O)O)cc(C(C)(C)C)c1)C(=O)O	0.1	-8	-1	-8	-3	-0.1	1	7	-5
O=C1C2C(c3ccccc3)C=CC(c3ccccc3)C2C(=O)N1c1ccncc1 (centres undefined)	0.2	-34	-7	10	6	1.2	3	10	0
O=C(Nc1ccc(-n2cccn2)cc1)C1CCN(Cc2ccccn2)CC1	0.1	5	0	-6	0	1.1	-1	14	2
Cn1nnnc1SCCNCc1ccncc1	0.0	-2	0	3	0	-1.1	5	0	-12
Cc1cc(C)c(NC(=O)c2oc3ccccc3c2COc2ccccc2)c(C)c1	0.7	5	2	13	0	4.7	-5	-12	-13
COCCNC(=O)C(c1ccc(O)cc1)N(Cc1ccco1)C(=O)CCC(=O)Nc1nccs1 (centres undefined)	0.0	2	-5	0	-5	1.6	2	-10	5
O=c1c2ccsc2ncn1Cc1ccc(Cl)cc1	0.0	1	-4	-4	-2	1.6	1	5	-17
Cc1ccc(CNC(=O)CCNC(=O)N2CCn3c2nc2ccccc23)cc1	0.5	-10	-3	-6	0	-0.3	3	-7	8
CN(C)c1ncc(C2=C(Cl)C(=O)C(N3CCCC3)=C(Cl)C2=O)s1	-0.2	17	-3	84*	17*	9.2	2	1	11
COC(=O)CNC(=O)C(C)NC(=O)OCc1ccccc1 (centres undefined)	0.0	-5	0	6	0	-0.6	0	-5	1
CCOC(=O)C1=C(c2ccccc2)N(C)C(=O)NC1c1ccc(O)c(OC)c1 (centres undefined)	0.0	6	3	4	-5	1.2	-6	9	9
Cc1ccc(/C=C/C(=O)OCc2nc(N)nc(Nc3ccccc3C)n2)o1	-0.2	0	-2	6	-1	-0.3	1	6	9
COC(=O)c1cc(C(=O)N2CCN(c3cccc(Cl)c3)CC2)cc([N+](=O)[O-])c1	0.0	39	-3	4	2	0.0	4	-8	-14
Nc1ncc(Br)cc1S(=O)(=O)NCCC(=O)NC1CCCCC1	-0.1	12	-2	-21	-1	3.1	1	-13	-24
Cc1ccc2nc(-c3ccc4c(c3)NC(=O)CO4)cn2c1	0.0	-6	-1	1	1	0.1	0	5	-4
CCCCSc1nc2ccccc2[nH]1	0.1	-6	-1	0	0	-0.1	2	8	14
CCOC(=O)N1CCC(NC(=O)c2cccc3c2C(=O)N(CCOC)C3)CC1	-0.1	-2	-2	-5	-1	0.9	-5	-6	-2
COC(=O)c1sc(N2C(=O)c3oc4ccccc4c(=O)c3C2c2cccc(O)c2)nc1C (centres undefined)	-0.1	-4	2	28	8	3.0	-1	-12	0
COc1ccc(CCC(C)NCc2cc(OC)cc(OC)c2)cc1 (centres undefined)	0.0	-16	-3	-8	1	2.4	1	-4	-10
CC(C)(C)c1cc(C(=O)NC2CC2)n(Cc2ccc(F)cc2)n1	-0.1	-3	-3	-4	-3	1.7	-2	3	2
COCCOC(=O)c1c(NC(=O)COC(=O)Cc2cccc(OC)c2)sc(C(N)=O)c1C	-0.1	10	0	5	0	3.6	-10	39*	-7
